Source: PubChem BioAssay (The Scripps Research Institute Molecular Screening Center)
pPAFAH inh: inhibitors of human plasma PAF acetylhydrolase (pPAFAH). Q13093. recombinant pPAFAH, FP-rhodamine probe fluorescence polarization. inhibition, % at 3.39 µM. 1.5% of 330,000 active;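 active = inhibition above the mean inhibition across the screen plus 3 SD, cut at about 25% in these data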;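 also: inhibitors block binding of the rhodamine activity-based probe so polarization drops; 0% = enzyme with DMSO and 100% = wells lacking pPAFAH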
PAD4 inh: inhibitors of human PAD4; Q9UM07; recombinant PAD4, RCA probe fluorescence polarization; inhibition, % at 6.36 µM; 0.41% of 330,000 active; AID 485272;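 active = percent inhibition above a cutoff equal to the mean of all tested compounds plus 3 SD, cut at about 15% in these data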;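 also: 0% = PAD4 with RCA probe and DMSO and 100% = probe without PAD4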
Target sequence (Q9UM07 whole entry, looked up): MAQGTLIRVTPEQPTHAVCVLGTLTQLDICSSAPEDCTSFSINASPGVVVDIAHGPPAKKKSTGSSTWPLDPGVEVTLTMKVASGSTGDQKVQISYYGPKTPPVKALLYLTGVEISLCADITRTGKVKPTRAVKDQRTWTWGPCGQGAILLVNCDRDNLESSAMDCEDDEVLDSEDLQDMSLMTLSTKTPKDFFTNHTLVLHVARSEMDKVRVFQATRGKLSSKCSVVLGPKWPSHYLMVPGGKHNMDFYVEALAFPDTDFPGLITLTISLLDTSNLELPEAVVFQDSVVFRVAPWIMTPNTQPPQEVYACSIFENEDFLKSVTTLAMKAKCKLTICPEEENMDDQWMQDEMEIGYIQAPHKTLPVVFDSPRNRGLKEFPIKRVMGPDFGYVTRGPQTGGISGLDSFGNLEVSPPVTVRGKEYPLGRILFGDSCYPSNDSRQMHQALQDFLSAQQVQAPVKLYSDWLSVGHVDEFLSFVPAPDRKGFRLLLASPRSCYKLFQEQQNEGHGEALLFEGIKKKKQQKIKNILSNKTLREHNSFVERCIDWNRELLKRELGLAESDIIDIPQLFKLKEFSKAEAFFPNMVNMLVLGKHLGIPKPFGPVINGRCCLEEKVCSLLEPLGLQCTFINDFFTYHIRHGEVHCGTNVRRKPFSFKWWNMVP
LYPLA2 inh: counter-screen for PME1 inhibitors: inhibitors of human LYPLA2; O95372; recombinant LYPLA2, FP-Rh probe fluorescence polarization; inhibition, % at 5.9 µM; 0.38% of 320,000 active; AID 2177;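 active = inhibition above the screen-wide mean plus 3 SD, limit set per campaign, cut at about 26% in these data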;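 also: 0% = LYPLA2 with DMSO and 100% = wells lacking LYPLA2 enzyme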
Target sequence (O95372 whole entry, looked up): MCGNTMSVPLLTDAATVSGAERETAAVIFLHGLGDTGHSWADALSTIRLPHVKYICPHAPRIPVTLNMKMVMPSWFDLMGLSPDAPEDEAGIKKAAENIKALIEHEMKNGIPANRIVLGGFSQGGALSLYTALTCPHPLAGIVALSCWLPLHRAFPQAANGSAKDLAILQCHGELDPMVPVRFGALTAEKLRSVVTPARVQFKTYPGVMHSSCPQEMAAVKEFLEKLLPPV
LYPLA1 counter: counter-screen for PME1 inhibitors: inhibitors of human LYPLA1 | O75608 | recombinant LYPLA1, FP-Rh probe fluorescence polarization | inhibition, % at 5.9 µM | 0.16% of 320,000 active | AID 2174;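 active = inhibition above the mean of all tested compounds plus 3 SD, set per campaign, cut at about 14% in these data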;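 also: inhibitors block serine hydrolase probe labeling of LYPLA1 so polarization falls; 0% = enzyme with DMSO and 100% = wells lacking LYPLA1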
PAFAH2 inh: PAFAH2 (human) inhibition; Q99487; recombinant PAFAH2, FP-rhodamine activity probe, fluorescence polarization; inhibition, % at 3.39 µM; 0.99% of 340,000 active;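 active = inhibition above the mean over all tested compounds plus 3 SD, cut at about 30% in these data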;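 also: inhibitors block probe labeling of enzyme so polarization drops; 0% = enzyme with DMSO and 100% = wells lacking PAFAH2 protein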
PAFAH1B2 inh: PAFAH1B2 (human) inhibition; P68402; 1.2% of 340,000 active; inhibition, % at 3.39 µM; recombinant PAFAH1B2, FP-rhodamine activity probe, fluorescence polarization;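 active = inhibition above the mean of all tested compounds plus 3 SD, cut at about 24% in these data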;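 also: 0% = enzyme with DMSO and 100% = wells lacking PAFAH1B2; many of its hits are not listed in these tables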
PME-1 primary: PME-1 (human) inhibition; Q9Y570; recombinant PME-1, FP-Rh probe fluorescence polarization; inhibition, % at 5.9 µM; 0.53% of 320,000 active; AID 2130;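 active = inhibition above the campaign mean of all compounds plus 3 SD, cut at about 26% in these data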;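 also: competitive labeling of PME-1 active site by serine hydrolase directed probe; 0% = PME-1 with DMSO and 100% = wells lacking PME-1 enzyme; inhibitors block probe labeling so polarization falls and inhibition rises; many of its hits are not listed in these tables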
PAFAH1B3 inh: blocks human PAF acetylhydrolase 1B catalytic subunit 3; Q15102; recombinant PAFAH1B3, FP-rhodamine probe, fluorescence polarization; 0.28% of 340,000 active; inhibition, % at 3.39 µM;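 active = inhibition above the screen-wide average of all tested compounds plus 3 SD, cut at about 25% in these data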;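 also: 0% = enzyme with DMSO only and 100% = wells lacking PAFAH1B3 protein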
GSTO1 counter: GSTO1 inhibition, counter-screen for RBBP9 inhibitors | P78417 | recombinant GSTO1, activity-based probe fluorescence polarization | inhibition, % at 5.96 µM | 1.1% of 300,000 active | AID 1974;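 active = inhibition above the campaign mean inhibition plus 3 SD, cut at about 35% in these data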;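 also: 0% = GSTO1-1 with DMSO and 100% = wells lacking GSTO1-1 enzyme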
Active calls of the source: *; nt = not tested or not shown.

SMILES | pPAFAH inh | PAD4 inh | LYPLA2 inh | LYPLA1 counter | PAFAH2 inh | PAFAH1B2 inh | PME-1 primary | PAFAH1B3 inh | GSTO1 counter
CC(C)NC(=O)CSc1ncccc1-c1nc2ccccc2[nH]1 | 0 | 4 | -2 | 2 | 2 | 7 | -8 | 5 | 6
COc1cc(OC)c(NC(=O)c2ccc(Br)o2)cc1Cl | -1 | -1 | -8 | -1 | 9 | 3 | 2 | 6 | -3
CCCC1=NN(C(=O)CCc2ccccc2O)C(O)(C(F)(F)F)C1 (configuration not stated) | 4 | 4 | 1 | 0 | 2 | 4 | -2 | 5 | 10
O=C(CN(C(=O)c1cccc([N+](=O)[O-])c1)C1CCCCC1)Nc1ccc(Cl)c([N+](=O)[O-])c1 | 2 | -4 | -6 | -1 | -5 | -1 | 3 | -1 | -1
O=C(NCc1ccccc1)C1CCCN(S(=O)(=O)c2cccs2)C1 (configuration not stated) | 0 | -5 | -6 | 0 | 2 | 9 | 3 | -4 | 8
Cc1ccc(C)c(NC(=O)CSc2nncn2C)c1 | 4 | -3 | 3 | -1 | 1 | 8 | 6 | 4 | 3
COCCn1c(=S)[nH]c2ccc(N(C)C)cc2c1=O | 6 | 0 | 10 | 0 | -24 | 3 | -1 | 11 | 22
O=C(CCc1ccccc1)Nc1nc2n(n1)C(c1ccc(Cl)cc1)CC(=O)N2 (configuration not stated) | 0 | -4 | 5 | -2 | 1 | 7 | -4 | 12 | 6
Nc1ccc(N2CCCCC2)cc1N1CCCCC1 | 14 | -25 | -2 | 1 | -3 | 0 | 6 | 3 | 57*
CC1CC(C)CN(C(=S)Nc2ccc3nc4n(c(=O)c3c2)CCCCC4)C1 (configuration not stated) | 6 | 0 | -2 | 3 | -9 | 23 | 6 | 1 | -9
CNC(=O)COC(=O)c1cc(-c2ccco2)nc2ccccc12 | 25* | 4 | -2 | -2 | 12 | 1 | -3 | 7 | 40*
COc1ccccc1OCc1nc(C#N)c(NCc2ccco2)o1 | 5 | 1 | 1 | 3 | 6 | 2 | -4 | 8 | 18
CC(C)(C)C(=O)COc1ccccc1[N+](=O)[O-] | 3 | -7 | 2 | -3 | -6 | 8 | -1 | 0 | 26
Nc1nc(CN2CCN(c3ccc(F)cc3)CC2)nc(N2CCCc3ccccc32)n1 | 6 | 5 | 1 | 0 | 1 | -1 | -2 | -1 | 10
CC(C)Cn1c(-c2cccc(S(=O)(=O)N3CCOCC3)c2)n[nH]c1=S | 0 | 2 | nt | nt | 3 | 8 | nt | 9 | nt
COC(=O)c1sc(-c2ccccc2)cc1NC(=O)c1ccc(F)cc1 | 1 | 0 | -4 | -4 | -15 | 5 | -3 | 4 | 1
Cc1ccc(NS(=O)(=O)N2CCOCC2)c(C)c1 | 10 | -3 | -3 | 0 | -1 | 4 | 3 | 5 | 3
CN1CCN(S(=O)(=O)c2ccc3c(c2)CC(=O)N3C)CC1 | 8 | -2 | -7 | -2 | -11 | 3 | 3 | 10 | -2
COc1ccc(CCNS(=O)(=O)c2ccc(Br)cc2)cc1OC | 7 | -6 | 4 | 1 | 0 | -3 | -2 | 10 | 5
COc1cccc(-c2cc(C(=O)NCCN3CCOCC3)no2)c1 | -5 | -2 | -4 | -2 | 3 | 2 | 9 | 7 | 2
CC(=O)c1c(C)[nH]c(C(=O)N2CCc3ccccc3C2)c1C | 6 | -3 | 1 | -39 | 0 | 4 | 0 | 0 | -1
O=C(O)/C(=C\c1ccccc1)c1ccc2ccccc2c1 | -1 | -4 | 2 | 0 | nt | nt | 2 | nt | 3
CC(C)(CNC(=O)c1cccs1)CNC(=O)c1cccs1 | 1 | 1 | 2 | 3 | -2 | -3 | 5 | 4 | -3
COc1ccc(S(=O)(=O)N2CCC(C(=O)NCCc3ccccc3)CC2)cc1 | -3 | 4 | -7 | -5 | -3 | 7 | -1 | -6 | -2
C/C(=N\Nc1ccccn1)c1ccc(C#N)cc1 | -2 | 5 | -1 | -2 | 5 | 3 | 2 | 10 | -2
Cc1cc(NC(=O)c2cccnc2)ccc1NC(=O)c1cc2ccccc2o1 | -2 | -3 | 0 | -3 | -1 | -2 | 4 | 12 | -5
CC(OC(=O)Cc1c(F)cccc1Cl)C(=O)NC1CCCCC1C (configuration not stated) | 2 | -5 | 0 | 2 | 6 | -8 | 2 | 8 | nt
O=S(=O)(c1ccc(NCCOCCO)nc1)N1CCCCC1 | -2 | -2 | 0 | 2 | -2 | -1 | 2 | 3 | nt
CCCCCSc1nncc(=O)[nH]1 | 7 | -7 | 4 | 2 | -1 | 0 | 2 | 13 | 0
C=CCC[C@H](Cc1ccc(F)cc1)C(=O)OC[C@@H](C)NC(=O)[C@H](CC=C)CC(=O)NCCO | 2 | -7 | nt | nt | 5 | 3 | nt | -2 | nt
CCOC(=O)[C@H]1[C@H]2COc3ccc(Cl)cc3[C@@H]2N2C(=O)c3cc(F)ccc3NC(=O)[C@@]12C | -1 | -4 | -12 | -12 | -3 | -1 | -1 | 9 | 5
Cc1ccc(C(C(=O)NC(C)(C)C)N(CC2CCCO2)C(=O)CCC(=O)Nc2ccccn2)cc1 (configuration not stated) | 3 | -6 | 2 | 1 | 12 | 6 | -7 | 2 | -3
CCNC(=S)NC1CC2CCCC(C1)N2Cc1ccco1 (configuration not stated) | 1 | -3 | 0 | -1 | -1 | 1 | 4 | 0 | 6
O=C1NC(=O)C2(COC(c3ccccc3Cl)OC2)S1 (configuration not stated) | 19 | 7 | 0 | 1 | -3 | 1 | 2 | -2 | 0
CC(NC(=O)c1ccco1)C(=O)N1CCN(c2cccc(Cl)c2)CC1 (configuration not stated) | 2 | -4 | 10 | 9 | 6 | 5 | 2 | 15 | nt
COc1cccc(C(NC(C)=O)c2ccc3cccnc3c2O)c1 (configuration not stated) | 14 | 2 | 8 | 2 | -5 | 2 | -1 | 7 | 4
CC(NC(=O)Cn1ccsc1=N)C12CC3CC(CC(C3)C1)C2 (configuration not stated) | -1 | -7 | 2 | 0 | 19 | 8 | -3 | 0 | 7
CCc1ccc(-c2cc(C)no2)cc1S(=O)(=O)NCc1ccc(OC)c(OC)c1 | 4 | -3 | -4 | 2 | -3 | 3 | 4 | -1 | -5
COC(=O)C1=NN(c2ccccc2)C2(S1)SC(C(C)=O)=C(C)N2c1ccccc1 (configuration not stated) | 4 | 2 | 2 | -4 | 0 | -2 | -4 | -3 | 21
Cc1ccc(S(=O)(=O)N2CCN(C(=O)CSc3nnnn3C)C2)cc1 | 4 | -5 | 0 | -3 | 4 | 16 | -5 | -2 | 6
CC(C)Oc1ccc(C2C(C#N)=C(N)Oc3c2oc(CO)cc3=O)cc1 (configuration not stated) | 4 | -12 | -1 | 0 | 1 | 0 | 1 | 1 | 8
CNC(=O)CN(c1cccc2ccccc12)S(C)(=O)=O | 2 | -5 | -5 | 0 | -1 | -1 | 1 | 10 | 12
COc1cccc2cc(C(=O)Nc3ccccc3C)/c(=N/O)oc12 | -1 | -4 | -7 | -7 | 2 | -2 | -1 | 5 | 3
CC(=O)Nc1ccc2c(c1)c1ccccc1n2C(C)=O | 6 | 4 | -2 | -3 | 4 | -2 | -6 | 0 | -8
COc1cc(OC)cc(C(=O)Nc2ncn[nH]2)c1 | 3 | -4 | 7 | 1 | 7 | 7 | 5 | 11 | nt
CCCOc1cc(C)c(S(=O)(=O)n2ccc(C)n2)cc1C | 6 | -2 | 0 | -3 | 3 | 4 | -2 | 7 | -6
CS(=O)(=O)N(CC(=O)N1CCN(c2ccccc2)CC1)C1CCCCC1 | 2 | -1 | 5 | 2 | -1 | 1 | 0 | 5 | -5
COc1ccc(/C=N/NC(=O)c2ccoc2C)cc1OC | 1 | -1 | 0 | -2 | -6 | 4 | -7 | 4 | 2
COc1cc(/C=N/NC(=O)COc2c(C)cc([N+](=O)[O-])cc2C)ccc1OC(=O)c1ccccc1Br | 2 | 5 | -8 | -6 | -32 | -8 | -12 | -13 | -12
Cc1ccc(COC(=O)CCN=C2NS(=O)(=O)c3ccccc32)cc1 | -3 | -4 | -4 | -1 | -1 | 4 | 1 | 10 | 8
COc1ccc(-c2nc(C)ncc2-c2csc(C)n2)c(O)c1 | 0 | -2 | -6 | -2 | 1 | 0 | 4 | -1 | -2
O=C(Nc1cccnc1Cl)c1cc(-c2ccccc2O)on1 | -29 | 2 | -94 | -64 | -94 | -37 | -106 | -71 | -33
Cc1cc(O)c(-c2cc(C(=O)Nc3cccnc3)[nH]n2)cc1C | -1 | -2 | -14 | -2 | -21 | 0 | 2 | -8 | 1
COC(=O)c1c(NC(=O)C(=O)N2CCCCC2)sc2c1CC(C)(C)OC2 | 2 | -2 | -1 | 1 | -4 | 5 | -2 | 10 | 9
NC(=O)C1CCN(C(=O)Cc2ccc([N+](=O)[O-])cc2)CC1 | -3 | 0 | 0 | -3 | -3 | -4 | -3 | 4 | 4
O=S(=O)(Oc1ccccc1/C=N/n1cnnc1)c1ccccc1 | -2 | -8 | 5 | 1 | 5 | -1 | -4 | 8 | 1
COc1cc(CN2CCN(Cc3ccc(C(F)(F)F)cc3)CC2)cc(OC)c1OC | 1 | 2 | -2 | 0 | 2 | -1 | -3 | 6 | -7
COc1cc(/C=C2\SC(=S)N(N3CCOCC3)C2=O)cc(OC)c1OC | 2 | -6 | 1 | -1 | 0 | 5 | 3 | 8 | -2
CC(=O)c1cccc(NC(=O)c2cc(-c3ccc(F)cc3)on2)c1 | 5 | -2 | 4 | 2 | -6 | 4 | -4 | -2 | 4
CCCC(/C=C/c1ccc(OC(C)=O)cc1)=C1/c2ccccc2C(=O)N1c1ccccc1 | 7 | 0 | 1 | -1 | 20 | -2 | 1 | 6 | nt
Other entries:
SMILES | pPAFAH inh | PAD4 inh | LYPLA2 inh | LYPLA1 counter | PAFAH2 inh | PAFAH1B2 inh | PME-1 primary | PAFAH1B3 inh | GSTO1 counter
CCCCSc1nc(C)c(C(C)=O)cc1C#N | 3 | -3 | 20 | 2 | -4 | 2 | -2 | 0 | 10
O=C(CCc1nc(-c2ccccc2)no1)NCC1CCCO1 (configuration not stated) | 1 | 3 | 3 | 0 | 0 | 4 | -2 | 4 | 6
CCOc1ccccc1NC(=O)C(NC(=O)C1CCC(C)CC1)C(C)C (configuration not stated) | -3 | 4 | 0 | 1 | 0 | 2 | -7 | 1 | 4
CC(=O)c1cccc(NS(=O)(=O)c2cc3c(cc2C)N(C(C)=O)CCO3)c1 | 2 | 2 | 0 | -1 | -5 | -1 | -4 | 7 | 5
CCOc1ccc(CCNC(=O)C2=C(C)C(=O)OC23CCC(C)CC3)cc1 (configuration not stated) | 7 | 0 | -9 | -2 | -9 | 2 | -1 | -3 | 3
C=CCn1c(N)c(C(=O)NCc2cccnc2)sc1=S | 4 | 0 | 1 | 3 | 3 | 4 | -4 | 2 | 0
O=C1CC2(CCN(C(=O)c3cccc(Br)c3)CC2)Oc2ccccc21 | -3 | -4 | -1 | 0 | 2 | 0 | 4 | -4 | 7
COc1ccc(NC(=S)Nc2ccc3snnc3c2)cc1 | 1 | -6 | 0 | -3 | -6 | 1 | -7 | 6 | 5
COCCCNC(=S)N1CCC(NC(=O)Nc2ccc(C)cc2)CC1 | -4 | 3 | 1 | 3 | -4 | 5 | -1 | 9 | 15

An excerpt (hit frequency here may not be typical).
